# Compound activity deposited in PubChem BioAssay by National Center for Advancing Translational Sciences (NCATS).
# rTrxR1 inhibitor: qHTS Assay for Inhibitors of Mammalian Selenoprotein Thioredoxin Reductase 1 (TrxR1): qHTS | Thioredoxin reductase 1, cytoplasmic (Rattus norvegicus), O89049 | recombinant rTrxR1, NADPH fluorescence consumption, selenite substrate | Potency, µM (doses to about 114 µM), inactives show top-dose activity change, negative = inhibition, actives largely listed as inhibitors | 390,000 compounds, 1% hits | AID 588453, 2011; further: potency means the concentration at half of the fitted maximal effect; on the % scale 0 is the no-effect control and ±100 the full control effect; nearly all actives have a fitted effect of over 65% in size
# Target sequence (O89049 whole entry, looked up): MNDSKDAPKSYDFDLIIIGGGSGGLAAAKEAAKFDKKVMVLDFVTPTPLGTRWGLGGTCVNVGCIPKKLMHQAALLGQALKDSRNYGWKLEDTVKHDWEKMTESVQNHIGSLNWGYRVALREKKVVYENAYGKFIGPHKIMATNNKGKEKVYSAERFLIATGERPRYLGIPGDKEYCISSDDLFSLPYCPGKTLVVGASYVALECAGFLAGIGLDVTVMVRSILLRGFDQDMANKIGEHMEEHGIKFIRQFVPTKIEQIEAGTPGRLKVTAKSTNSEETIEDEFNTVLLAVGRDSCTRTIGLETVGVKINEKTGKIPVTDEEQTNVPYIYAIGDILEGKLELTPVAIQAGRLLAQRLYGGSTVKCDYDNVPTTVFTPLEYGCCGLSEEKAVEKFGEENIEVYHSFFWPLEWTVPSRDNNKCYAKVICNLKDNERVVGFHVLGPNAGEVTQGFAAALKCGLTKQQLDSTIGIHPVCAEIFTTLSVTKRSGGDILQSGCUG
#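 Rat TrxR1 (90 nM in the dispensed reagent) was pre-reduced with 400 uM NADPH for 5 min at room temperature, then incubated with compound for 15 min. After 400 uM selenite was added, NADPH fluorescence (Ex 340/Em 450 nm) was followed for 8 min.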
# D2 ag: HTS Assay for Allosteric Agonists of the Human D2 Dopamine Receptor: Primary Screen for Agonists; D(2) dopamine receptor (Homo sapiens), P14416; HEK293 T-REx D2 cells, calcium flux agonist mode; activation, % at 2 µM; 340,000 compounds, 0.53% hits; AID 485358, 2010;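 active means activation over 3 SD above normal in the single-dose calcium agonist read, cut at about 30% in these data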; further: 0% is about no effect
#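 Tetracycline-induced HEK293 Trex cells with D2 receptor force-coupled to calcium signaling, plated overnight at 30 C and loaded with no-wash calcium dye. Calcium flux read kinetically for 180 s after compound addition; responses flag agonists.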
# USP1-UAF1 inh: Inhibitors of USP1/UAF1: Primary Screen; Ubiquitin carboxyl-terminal hydrolase 1 (Homo sapiens), O94782; recombinant USP1/UAF1, Ub-Rhodamine cleavage fluorescence; Potency, µM (series often up to 57.1 µM), inactives show top-dose activity change, negative = inhibition, hits mostly inhibitors; 390,000 compounds, 0.23% hits; AID 743255, 2014; further: potency means the concentration at half of the fitted maximal effect; on the % scale 0 is the no-effect control and ±100 the full control effect; nearly all actives have a fitted effect of over 60% in size; inactives centre near -12
#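 1 nM enzyme complex + cpd, 15 min RT; start with Ub-Rho 150nM final; kinetic fluorescence ex 480/em 540, 6 reads q60 s. Buffer 50mM HEPES pH 7.8, 0.5mM EDTA, 0.1 mg/ml BSA, 1mM TCEP, 0.01% Tween-20.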
# Pin1 inh: qHTS Assay to Find Inhibitors of Pin1. Pin1 FP peptide displacement, HiFluor488, 10 min. Potency, µM (series often up to 115 µM), inactives show at the top dose activity, negative = inhibition, hits mostly inhibitors. 390,000 compounds, 0.009% hits; active means well fitted inhibition curve with a large enough effect in the polarisation, with a control signal flat, not every such curve was filed as active; inconclusive means small, poorly fitted or top-dose-only effect, or effect the other way, or a change in a side signal; inactive means no such curve, though single readings can be large or run the other way; the % refers to the polarisation; further: potency means the concentration at half of the fitted maximal effect; on the % scale 0 is the no-effect control and ±100 the full control effect
# Target sequence (Q13526 whole entry, looked up): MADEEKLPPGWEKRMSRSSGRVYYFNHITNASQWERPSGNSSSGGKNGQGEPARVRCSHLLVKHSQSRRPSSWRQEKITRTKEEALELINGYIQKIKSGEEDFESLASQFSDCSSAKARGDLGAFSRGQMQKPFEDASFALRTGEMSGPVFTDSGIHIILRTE
# TRHR enhancer: qHTS for Small Molecule Agonists and Allosteric Enhancers of Human TRH Receptor: Primary Screen for Enhancers; Thyrotropin-releasing hormone receptor (Homo sapiens), P34981; TRHR cells, fluo-8 calcium fluorescence, EC20 TRH enhancement; enhancement, % at 2 µM; 360,000 compounds, 0.66% hits; in the data active means enhancement above about 30%; further: 0% is about no effect
#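 Enhancer read-out: after compound pinning and an initial kinetic agonist-mode read, an EC20 of TRH (10 nM final) was injected and fluo-8 calcium signal (Ex 480/Em 530) followed at 1 s/cycle for 100 cycles in TRHR-expressing cells.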
# D2 antagonist: HTS Assay for Allosteric Antagonists of the Human D2 Dopamine Receptor: Primary Screen for Antagonists. D(2) dopamine receptor (Homo sapiens), P14416. HEK293 TREx D2 cells, calcium flux, dopamine EC80. inhibition, % at 10 µM. 340,000 compounds, 2% hits; in the data active means inhibition above about 30%; further: 0% is about no effect
#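 Overnight-induced (tetracycline, 30 C) HEK293 T-REx cells carrying force-coupled D2 receive a no-wash calcium dye, then compound, then EC80 dopamine at 180 s; signals are read kinetically throughout.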
# TRHR agonist: qHTS for Small Molecule Agonists and Allosteric Enhancers of Human TRH Receptor: Primary Screen for Agonists | Thyrotropin-releasing hormone receptor (Homo sapiens), P34981 | TRHR cells, calcium flux fluo-8, FDSS agonist mode | activation, % at 2 µM | 360,000 compounds, 0.18% hits | AID 493084, 2011; in the data active means activation above about 30%; further: 0% is about no effect
#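 Agonist-mode FDSS calcium read (Ex 480/Em 530, 1 s cycles) in 1536-well TRHR cells with fluo-8 dye, after 10-cycle baseline and 23 nL compound addition; TRH at EC20 (10 nM final) added afterwards for the enhancer phase.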
# IDH1 R132H inh: qHTS for Inhibitors of mutant isocitrate dehydrogenase 1 (IDH1): qHTS | IDH1-R132H enzyme, NADPH consumption, diaphorase/resazurin fluorescence | AID 602179, 2012 | Isocitrate dehydrogenase [NADP] cytoplasmic (Homo sapiens), O75874 | 390,000 compounds, 0.093% hits | Potency, µM (highest dose often 76.6 µM), without a hit: at the top dose activity change, negative = inhibition, usual class: inhibitors; further: potency means the concentration at half of the fitted maximal effect; on the % scale 0 is the no-effect control and ±100 the full control effect; nearly all actives have a fitted effect of over 65% in size
# Target sequence (O75874 whole entry R132H, stated change not applied): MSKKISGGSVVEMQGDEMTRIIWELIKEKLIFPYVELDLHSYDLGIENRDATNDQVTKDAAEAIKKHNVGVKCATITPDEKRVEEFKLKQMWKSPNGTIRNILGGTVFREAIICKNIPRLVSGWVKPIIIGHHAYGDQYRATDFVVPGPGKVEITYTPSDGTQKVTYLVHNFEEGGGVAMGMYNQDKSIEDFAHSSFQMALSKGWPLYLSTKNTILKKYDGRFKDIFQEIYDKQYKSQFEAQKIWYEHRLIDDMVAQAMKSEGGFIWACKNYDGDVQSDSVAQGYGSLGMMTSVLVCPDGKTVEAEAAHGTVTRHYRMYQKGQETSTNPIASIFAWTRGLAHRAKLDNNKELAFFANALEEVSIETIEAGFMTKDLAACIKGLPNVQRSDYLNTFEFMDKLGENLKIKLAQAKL
#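 IDH1-R132H (0.5 ug/mL dispensed) in pH 7.5 Tris buffer was preincubated 30 min with compound, then given a substrate mix of 0.016 mM NADPH and 2 mM alpha-KG for 80 min at room temperature; remaining NADPH was read by diaphorase/resazurin fluorescence.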
# TrxR1 substrate: qHTS Assay for Substrates of Mammalian Selenoprotein Thioredoxin Reductase 1 (TrxR1): qHTS; Thioredoxin reductase 1, cytoplasmic (Rattus norvegicus), O89049; purified TrxR1 substrate turnover, NADPH consumption readout; Potency, µM (series often up to 114 µM), without a hit: at the highest dose activity change, negative = substrate turnover; 390,000 compounds, 0.01% hits; AID 588456, 2011; further: potency means the concentration at half of the fitted maximal effect; on the % scale 0 is the no-effect control and ±100 the full control effect; nearly all actives have a fitted effect of over 50% in size
#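 Rat TrxR1, dispensed at 90 nM, was prereduced with 400 uM NADPH (final) for 5 min at ~22 deg C, then incubated with compound 15 min before 400 uM selenite. A first-read NADPH fluorescence drop versus no-compound background flagged substrates.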
# Active calls of the source: *; ? = inconclusive; / = not tested or not shown; & = joins results of further samples; [ ] = remark or other dose. Unless noted, the call rests on the fitted dose curve; in most records, active means well fitted inhibition curve with a large enough effect; inconclusive means small, poorly fitted or top-dose-only effect; inactive means no such curve, though single readings can be large or run the other way.
SMILES,rTrxR1 inhibitor,D2 ag,USP1-UAF1 inh,Pin1 inh,TRHR enhancer,D2 antagonist,TRHR agonist,IDH1 R132H inh,TrxR1 substrate
CCOC(=O)c1ccc(CN(Cc2ccc(F)cc2)S(=O)(=O)c2ccc(F)c(C(=O)Nc3c(C)cccc3C)c2)cc1,12%[57.1 µM],0.4,-11%,2%,-2,/,1.3,-11%,-3%[57.1 µM]
COc1cccc(NC(=O)CSc2nnc(-c3cccnc3)o2)c1,28%,-0.2,4%,1%,1,14,0.5,1%,4%
CC1CCN(C(=O)c2[nH]cnc2C(=O)Nc2nccs2)CC1,?,0.1,-27%,-1%,0,-3,0.2,-4%[38.3 µM],-7%
O=C(Cc1ccccc1)Nc1ccccc1C(=O)N1CCCCCC1,11%,0.1,-12%,1%,-3,16,0.2,0%,8%
CCCn1c2ccccc2c2cnn(CC(=O)NCCCN3CCCCC3)c(=O)c21,29%&8%,1.5&-1.3,-19%&-14%,?,19&5,4,0.7&-0.5,8%&6%,14%&19%
COc1ccc(-c2cn(-c3ccc(C)cc3)c(=O)n2CC(=O)Nc2ccc(OC)cc2OC)cc1,0%,0.0,-21%,?,-2,-15,-0.7,1%,-3%
COc1ccc2c(c1)Cc1sc(NC(=O)c3cccs3)nc1-2,6%,-0.2,?,1%,-10,12,-1.1,8%,-6%
CN(C)C(=S)Nc1ccc2ccccc2c1,13%,-0.3,-9%,1%,-5,-22,-0.4,1%,13%[57.1 µM]
CCOC(=O)CSc1nc2ccc(C)cc2cc1C#N,7%,2.1,?,?,-5,6,6.5,2%,-9%
Cc1c(C(=O)OC2CCC(C)CC2)[nH]c2c1C(=O)CC(c1ccccc1Cl)C2 (centres undefined),18%,1.0,11%,3%,0,/,1.0,2%,-3%
CN(C)CCNc1nc(-c2ccccc2)nnc1C(F)(F)F,20%[57.1 µM],-0.1,-1%,-1%,2,2,1.8,-1%,15%[57.1 µM]
COc1ccc(-c2ccc3oc(-c4ccc(OC)cc4)c(C#CC4(O)CCCCC4)c3c2)cc1,?,/,-23%,20%,/,/,/,-13%,33%
CC(=O)c1cccc(NC(=O)CSc2nc(N3CCOCC3)nc(N3CCOCC3)n2)c1,-18%,0.2,-11%,3%,-4,-8,0.1,7%,-6%
COCC(=O)Nc1nnc(C2CCCCC2)s1,1%[57.1 µM],0.5,-15%,-11%,5,14,0.4,4%,5%[57.1 µM]
Cc1sc(N/N=C/c2cccnc2)nc1-c1ccccc1,-27%,-1.4,-7%,16%,2,9,-0.1,6%,-11%
CCCS(=O)(=O)N1CCCC(C(=O)NCCCOCC)C1 (centres undefined),8%,0.2,8%,-3%,4,-4,1.0,2%,2%
CCOc1ccccc1OCC(=O)NN=C1CCCC(=O)C1,1%[57.1 µM],/,4%,6%,/,/,/,4%,-12%
C=CCn1c(SCC(=O)NC2CCCC2)nc2c([nH]c3ccccc32)c1=O,0%,/,-14%,-5%,10,/,0.2,3%,-2%
O=c1cn[nH]c2ccccc12,3%,-0.1,-10%,0%,5,1,1.3,-4%,-7%
CC(C)CCC(CCN1CCOCC1)c1ccc2c(c1)OCO2 (centres undefined),3%,0.1,-5%,-2%,-13,31*,0.4,4%,2%
O=C(NCCCCc1ccccc1)c1cccc(NC(=O)c2ccccc2)c1,13%,/,-17%,?,/,/,/,-6%,0%
Cc1cccc(-n2cnc3sc(C)c(C)c3c2=O)c1,20%[2.29 µM],-1.5,-1%,-1%,2,-3,-0.4,0%,-6%[57.1 µM]
COc1ccc(-c2nc(CS(=O)CC(=O)NC3CCCc4ccccc43)c(C)o2)cc1OC (centres undefined),?,-0.8,-19%,-13%,4,-1,-0.3,16%,9%[57.1 µM]
Cc1ccc(O)c(-c2cc(C(=O)Nc3cccnc3)[nH]n2)c1,1%,1.6,-14%,-5%,-3,2,-0.4,6%,0%
Cc1oc(-c2cccs2)nc1CS(=O)CC(=O)NC1CCCCCC1 (centres undefined),5µM*,-1.6,-16%,-3%,-4,5,-1.3,13%,5%[57.1 µM]
N#Cc1cccc(NC(=O)CC2CCCCC2)c1,13%[57.1 µM],0.1,-17%,11%,-3,-3,1.5,6%,6%[57.1 µM]
O=C(Cn1ncc2c([nH]c3ccccc32)c1=O)N1CCN(c2ccc(F)cc2)CC1,11%,-0.2,-24%,-8%,0,-7,0.6,-2%,-4%
CCOC(=O)c1c(NC(=O)C2C3C=CC(C3)C2C(=O)O)sc2c1CCC(CC)C2 (centres undefined),11%,0.4,-1%,?,15,-4,0.3,-1%,4%
C=CCSc1ncc(CO)n1Cc1ccccc1,32%[11.4 µM],0.5,-19%,2%,5,37*,-0.7,-3%,6%[11.4 µM]
Cc1cc(C)c(C(=O)OCC(=O)NCc2cccs2)c(C)c1,18%[57.1 µM],0.2,-10%,6%,-2,-6,-1.1,5%,6%
COc1ccc(-c2cc(C(=O)NCCCn3ccnc3)c3ccccc3n2)c(OC)c1,12%[57.1 µM],-0.8,-14%,2%,-2,1,-1.2,0%,-5%[57.1 µM]
C(=N\N1CCN(Cc2cccc3ccccc23)CC1)/c1ccco1,14%[57.1 µM],0.5,-8%,-1%,2,-17,-0.6,1%,-18%
Cc1ccc(CN2CC(C(=O)Nc3ncc(C)s3)CC2=O)cc1 (centres undefined),4%,-0.2,-6%,0%,-1,9,1.1,0%,-6%
CCN1CCCC1CNC(=O)c1cc(COc2ccc(C)c(C)c2)on1 (centres undefined),-19%,0.0,-19%,20%,-2,-8,-0.1,-2%,-9%
C/C=C\C(=O)Nc1cccc(C2=NOC3(C2)C[C@@H](C(N)=O)N(C(=O)C2(C)CC2)C3)c1 (some centres undefined),12%[57.1 µM],-0.7,-26%,0%,-7,34*,0.0,2%,6%[57.1 µM]
CC(Sc1nnnn1C1CCCC1)C(=O)Nc1cccc(S(=O)(=O)N2CCOCC2)c1 (centres undefined),8%,-0.3,-1%,2%,-4,-15,1.4,2%,-14%
COc1ccc(NC(=O)c2ccc(-c3nn(C)c(=O)c4ccccc34)cc2)cc1,-5%,/,1%,?,44*,/,-1.0,-1%,-5%
COc1ccc(S(=O)(=O)N2CCN(c3ccccc3F)CC2)cc1-c1noc(C)n1,23%[0.457 µM],/,-24%,?,-7,/,74*,3%,13%
CCOC(=O)N1CCN(C(=O)C2CCN(S(=O)(=O)c3cc(Cl)ccc3Cl)CC2)CC1,5%,/,-10%,-9%,7,/,-0.2,3%,7%
COc1ccc(-c2[nH]ncc2CN2CCCC2c2nonc2C)c(F)c1 (centres undefined),-21%,-0.2,-15%,-3%,2,12,-0.6,2%,-5%
CCC(=O)OC1CSc2nc3ccccc3n2C1 (centres undefined),3%,1.2,-10%,-1%,-6,-19,-0.9,13%,-1%
CCC(=O)c1ccccc1OCCSc1nc(C)cc(=O)[nH]1,1%,-0.6,-8%,-1%,3,1,0.2,5%,2%
Cc1ccc(/C=C/C(=O)c2c(C)nc3ccccn23)cc1,13%,-0.5,-25%,69%[activator],-6,-9,-2.3,8%,2%
Cc1ccc(NC(=O)COC(=O)C2CSC3(C)CCC(=O)N23)cc1S(=O)(=O)N1CCOCC1 (centres undefined),-6%[57.1 µM],1.9,7%,-4%,42*,-3,1.6,-2%,-7%[57.1 µM]
COc1cc(C(=O)c2ccc3c(c2)OCO3)cc(OC)c1OC,4%[2.29 µM],/,-8%,1%,/,/,/,3%,4%[57.1 µM]
O=C1NCC(Nc2ccc(Cl)cc2)C(=O)N1 (centres undefined),2%[2.29 µM],/,-17%,0%,/,/,/,14%,10%[57.1 µM]
S=c1[nH]nc(-c2cc(-c3ccccc3)n[nH]2)n1/N=C/c1ccccc1,4%,-0.5,-16%,12%,-3,1,-0.6,?,0%
COc1cccc(N2CCN(S(=O)(=O)c3cc(-c4cc(C)no4)ccc3C)CC2)c1,19%[57.1 µM],-0.3,-15%,21%,-2,/,0.0,-9%,-3%[57.1 µM]
Cc1cc(=O)n2nc(N3CCC(C(=O)NCc4ccc(F)cc4)CC3)sc2n1,6%&-9%,-0.1&0.0,-16%&-19%,-4%&-4%,0&5,-6,-0.2&-0.4,-10%&0%,-6%&-8%
CN(/C(=N/S(=O)(=O)c1cccs1)c1ccccc1)c1ccccc1,9%[57.1 µM],0.1,-18%,5%,-5,5,-0.8,3%,-21%[57.1 µM]
COc1ccc(NC(=O)CCCNC(=O)Cn2cnc3sc(C)c(C)c3c2=O)cc1OC,1%[57.1 µM],-0.2,-15%,0%,-2,8,0.1,7%,4%[57.1 µM]

# This is a subset, so the mix of outcomes need not match the whole.
